UGM FP inh = M. tuberculosis UGM enzyme inhibitors, primary screen, biochemical, fluorescence polarization, single point; purified UGM, fluorescence polarization probe displacement; inhibition, % at 10 µM; actives 0.06% (n = 320,000); in the data active means inhibition above about 10%, passing the limit was not always enough; inconclusive means no clear call, values can overlap the other calls
Target sequence (P9WIQ1 whole entry, looked up): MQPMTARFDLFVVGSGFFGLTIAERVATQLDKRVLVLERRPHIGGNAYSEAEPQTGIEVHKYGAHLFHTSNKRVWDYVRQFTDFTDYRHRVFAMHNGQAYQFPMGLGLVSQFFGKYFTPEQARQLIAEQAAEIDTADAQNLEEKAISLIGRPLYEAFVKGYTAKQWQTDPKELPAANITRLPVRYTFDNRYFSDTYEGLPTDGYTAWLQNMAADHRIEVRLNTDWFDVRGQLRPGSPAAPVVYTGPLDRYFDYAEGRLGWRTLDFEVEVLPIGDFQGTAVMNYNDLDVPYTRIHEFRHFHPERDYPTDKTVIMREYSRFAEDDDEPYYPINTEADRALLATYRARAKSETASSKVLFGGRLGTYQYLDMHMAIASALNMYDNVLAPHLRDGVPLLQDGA
Rv3671c inh = Rv3671c serine protease inhibitors, primary screen, biochemical, fluorescence polarization, M. tuberculosis H37Rv; P9WHR9; inhibition, % at 5.96 µM; actives 0.048% (n = 320,000); AID 2606, 2010; in the data active means inhibition above about 38%;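 further: extracellular domain of Rv3671c used as enzyme; 0% = enzyme with DMSO and 100% = no enzyme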
FadD28 FP inh = inhibitors of FadD28 bisubstrate probe binding, primary screen, biochemical, fluorescence polarization, single point. actives 0.22% (n = 360,000). inhibition, % at 12.5 µM. Mycobacterium tuberculosis FadD28 fatty-acid-AMP ligase; in the data active means inhibition above about 8.5%, passing the limit was not always enough; inconclusive means no clear call, values can overlap the other calls
GDH-TPI inh = GDH-TPI coupling enzyme inhibitors, primary screen, artefact control for M. tuberculosis FBA inhibitor project, biochemical, absorbance, full deck | GDH-TPI coupled enzyme counterscreen, NADH absorbance | inhibition, % at 4.8 µM | actives 1.2% (n = 360,000) | AID 588335, 2011; in the data active means inhibition above about 30%;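 further: 0% = DMSO wells and 100% = wells lacking the enzyme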
Mtb BioA inh = M. tuberculosis BioA enzyme inhibitors, primary screen, biochemical, plate reader, single point, HTS; purified M. tuberculosis BioA enzyme; inhibition, % at 9.99 µM; actives 0.096% (n = 360,000); in the data active means inhibition above about 40%; inconclusive means no clear call, values can overlap the other calls
FBA Mtb inh = Mtb FBA enzyme inhibitors, primary screen, biochemical, fluorescence, strain H37Rv | Fructose-bisphosphate aldolase (Mycobacterium tuberculosis (strain ATCC 25618 / H37Rv)), … | purified M. tuberculosis FBA, fluorescence read-out | inhibition, % at 1 µM | actives 2.3% (n = 360,000) | AID 588726, 2011; in the data active means inhibition above about 27%;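 further: 0% = vehicle and 100% = reference inhibitor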
Target sequence (P9WQA3 whole entry, looked up): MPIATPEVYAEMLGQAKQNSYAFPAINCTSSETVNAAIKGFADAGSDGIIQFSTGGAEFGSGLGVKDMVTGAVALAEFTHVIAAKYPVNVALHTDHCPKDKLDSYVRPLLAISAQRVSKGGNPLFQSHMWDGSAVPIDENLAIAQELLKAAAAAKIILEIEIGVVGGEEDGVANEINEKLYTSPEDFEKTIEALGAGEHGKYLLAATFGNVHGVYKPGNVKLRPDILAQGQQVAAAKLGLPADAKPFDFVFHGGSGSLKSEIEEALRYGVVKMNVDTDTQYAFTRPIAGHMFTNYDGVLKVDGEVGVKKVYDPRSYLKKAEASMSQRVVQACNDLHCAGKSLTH
BoNT-F LC inh = BoNT/F light chain protease inhibitors, primary screen, biochemical, flow cytometry, MLPCN library. Botulinum neurotoxin type F light chain protease (Clostridium botulinum). Multiplex microsphere protease cleavage assay. inhibition, % at 10 µM. actives 0.22% (n = 360,000); in the data active means inhibition above about 35%, passing the limit was not always enough; inconclusive means no clear call, values can overlap the other calls; further: plate controls were buffer without enzyme for full effect and enzyme alone for no effect
PrPC surface inh = inhibitors of human cell surface prion protein PrPC, primary screen, cell-based, TR-FRET | Major prion protein (Homo sapiens), P04156 | TR-FRET read-out | inhibition, % at 13.8 µM | actives 0.43% (n = 370,000) | AID 720596, 2013; in the data active means inhibition above about 24%; further: 0% = median of the test wells and 100% = reference compound wells
MazF activator = activators of E. coli MazEF toxin-antitoxin RNase, primary screen, biochemical, fluorescence, uHTS. FAM/BHQ RNA-DNA oligo cleavage fluorescence, 5 h. activation, % at 20 µM. actives 0.32% (n = 350,000). AID 504720, 2011; in the data active means activation above about 50%
Target sequence (P0AE70 whole entry, looked up): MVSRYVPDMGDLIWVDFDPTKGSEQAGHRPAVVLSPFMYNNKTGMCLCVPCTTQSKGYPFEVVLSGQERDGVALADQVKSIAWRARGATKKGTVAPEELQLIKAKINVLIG
* = called active by the depositor; ? = inconclusive; . = not tested or not shown.

[1] COc1ccc(Cl)cc1NC(=O)c1nnn(CC(=O)Nc2ccc(OC)c(OC)c2)c1N
[2] O=C(O)c1ccc(-c2ccccn2)s1
[3] COc1ccc2cc(C(=O)/C=C/c3cc(OC)c(O)c(OC)c3)ccc2c1
[4] Cc1ccc(C(C(=O)NCC2CCCO2)N(C(=O)c2snc(C(N)=O)c2N)c2ccccc2)o1 (stereo not given)
[5] Cc1cc(OCCn2ccnc2)cc(C)c1Cl
[6] O=C(Nc1ccc(N2CCOCC2)c(Cl)c1)c1cccc(-n2cnnc2)c1
Assay by compound,1,2,3,4,5,6
UGM FP inh,2.8,1.9,-0.6,0.5,0.7,-0.6
Rv3671c inh,3,0,-12,-1,5,6
FadD28 FP inh,-2.6,-4.8,0.0,.,-4.9,-4.1
GDH-TPI inh,-6,-8,17,14,-7,-4
Mtb BioA inh,-2.2,.,1.2,-0.4,0.3,0.9
FBA Mtb inh,1,2,2,12,0,-1
BoNT-F LC inh,1,-12,-27,0,-10,-1
PrPC surface inh,1,-2,-18,0,8,-3
MazF activator,-2,-3,7,8,7,4

[7] CCC(CC)C(=O)c1c[nH]c(C(=O)NCCCN2CCOCC2)c1
[8] COc1ccc(Cl)cc1N(CC(=O)N1CCCC1)S(=O)(=O)c1ccc(C)cc1
[9] CC(=O)Nc1ccc(NC(=O)c2ccc(-c3ccc([N+](=O)[O-])cc3)o2)cc1
[10] O=C(O)CCc1nn2cnc3sc4c(c3c2nc1=O)CCCC4
[11] COc1ccc(CCNC(=O)Cc2ccc(NC3=NC4CS(=O)(=O)CC4S3)cc2)c(OC)c1 (stereo not given)
[12] CC1CC2C(C(O)CC3(C)C(O)CCC23)C2(C)CCC(=O)C=C12 (stereo not given)
Assay by compound,7,8,9,10,11,12
UGM FP inh,-1.4,0.3,0.1,-0.2,-2.9,.
Rv3671c inh,4,2,1,-1,-2,.
FadD28 FP inh,-0.9,-0.6,-3.6,-1.3,-0.4,-3.8
GDH-TPI inh,7,-1,19,21,8,-12
Mtb BioA inh,-2.7,.,-0.2,.,-1.5,-1.0
FBA Mtb inh,2,0,-1,0,0,-1
BoNT-F LC inh,-2,-10,3,4,-6,0
PrPC surface inh,7,-7,-7,6,-4,-9
MazF activator,0,0,-10,-4,10,-1

[13] O=C(CCNS(=O)(=O)c1ccc2c(c1)CCC(=O)N2)Nc1ccc(F)c(F)c1
[14] CC(C)c1noc2ncc(C(=O)c3cc(Cl)cc(Cl)c3O)cc12
[15] CN1CCOCCOCCOCCN(C)C1=S
[16] O=C(COC(=O)c1ccco1)NC1CCCC1
[17] CCc1noc(C)c1C(=O)OCC(=O)NCc1ccccc1
[18] O=C(COC(=O)Cc1ccsc1)Nc1ccccc1Cl
Assay by compound,13,14,15,16,17,18
UGM FP inh,-3.3,0.1,-0.6,0.9,-0.3,-1.5
Rv3671c inh,5,8,3,3,6,-13
FadD28 FP inh,-3.1,-0.1,1.4,1.4,-2.3,-2.9
GDH-TPI inh,3,-3,9,-2,-4,-2
Mtb BioA inh,-0.1,0.4,.,-0.1,-0.2,-0.3
FBA Mtb inh,0,-2,-2,-2,0,-2
BoNT-F LC inh,-4,-6,-1,-17,-2,3
PrPC surface inh,1,6,-2,2,0,1
MazF activator,4,1,-2,10,5,4

[19] CCCCNC(=O)c1onc(CSc2cc(C)cc(C)c2)c1C(=O)NCCCC
[20] CC(=O)Nc1cc(-c2cccc(C(=O)N(C)C)c2)cn2c(-c3ccccc3)cnc12
[21] COc1ccc(N(CC(=O)NC2CCCC2)S(=O)(=O)c2c(C)[nH]c(=O)[nH]c2=O)cc1
[22] CCC12CN(C(=O)c3ccc([N+](=O)[O-])cc3)CC(CC)(CN(C(=O)c3ccc([N+](=O)[O-])cc3)C1)C2=O
[23] O=C(Cc1ccccc1)Nc1ccc(NC(=O)C2CCCCC2)nc1
[24] COC(=O)C(C(=O)OC)c1ccc(NC(=O)c2cccc(Cl)c2)cc1
Assay by compound,19,20,21,22,23,24
UGM FP inh,2.8,.,3.3,-0.7,5.4,2.7
Rv3671c inh,-18,.,-9,10,-7,-4
FadD28 FP inh,-0.5,-2.5,-1.1,0.5,-3.9,-1.2
GDH-TPI inh,1,4,22,6,-5,5
Mtb BioA inh,-1.3,10.0,-1.3,-1.0,0.3,.
FBA Mtb inh,1,1,3,3,-9,-1
BoNT-F LC inh,-7,2,-8,-6,3,-3
PrPC surface inh,-1,-9,-3,-3,-3,-2
MazF activator,0,.,11,6,-5,-6

Exported as tab-separated lines: part of the list above
nr	mol	UGM FP inh	Rv3671c inh	FadD28 FP inh	GDH-TPI inh	Mtb BioA inh	FBA Mtb inh	BoNT-F LC inh	PrPC surface inh	MazF activator
14	CC(C)c1noc2ncc(C(=O)c3cc(Cl)cc(Cl)c3O)cc12	0.1	8	-0.1	-3	0.4	-2	-6	6	1
15	CN1CCOCCOCCOCCN(C)C1=S	-0.6	3	1.4	9	.	-2	-1	-2	-2
16	O=C(COC(=O)c1ccco1)NC1CCCC1	0.9	3	1.4	-2	-0.1	-2	-17	2	10
17	CCc1noc(C)c1C(=O)OCC(=O)NCc1ccccc1	-0.3	6	-2.3	-4	-0.2	0	-2	0	5
18	O=C(COC(=O)Cc1ccsc1)Nc1ccccc1Cl	-1.5	-13	-2.9	-2	-0.3	-2	3	1	4
19	CCCCNC(=O)c1onc(CSc2cc(C)cc(C)c2)c1C(=O)NCCCC	2.8	-18	-0.5	1	-1.3	1	-7	-1	0
20	CC(=O)Nc1cc(-c2cccc(C(=O)N(C)C)c2)cn2c(-c3ccccc3)cnc12	.	.	-2.5	4	10.0	1	2	-9	.
21	COc1ccc(N(CC(=O)NC2CCCC2)S(=O)(=O)c2c(C)[nH]c(=O)[nH]c2=O)cc1	3.3	-9	-1.1	22	-1.3	3	-8	-3	11

Remaining list, next part:
[25] O=C(O)c1nn(Cc2ncc(-c3cccc(Cl)c3)o2)c(=O)c2ccccc12
[26] COc1ccc(C(=O)c2ccc([N+](=O)[O-])cc2)c(OC)c1OC
[27] CCOc1ccccc1OCC(=O)NC1CCSc2ccccc21 (stereo not given)
[28] O=C(N/N=C/c1cc(Cl)ccc1O)c1cccnc1
[29] CC1=C(C(=O)N(C(C)C)C(C)C)CC(CC(=O)NC2CCCC2)C(=O)N1Cc1ccc(C(C)(C)C)cc1 (stereo not given)
[30] O=[N+]([O-])c1ccc2n[nH]nc2c1
Assay by compound,25,26,27,28,29,30
UGM FP inh,-0.6,.,.,0.2,.,1.9
Rv3671c inh,-21,.,.,23,.,10
FadD28 FP inh,-2.8,-2.8,-0.3,-0.5,-1.8,-1.7
GDH-TPI inh,4,-5,2,4,.,9
Mtb BioA inh,-1.1,-1.0,-1.2,0.8,3.1,16
FBA Mtb inh,-2,3,0,8,2,-1
BoNT-F LC inh,-3,-3,-13,1,-89,-10
PrPC surface inh,0,1,4,3,10,2
MazF activator,-6,6,-3,-24,.,7

[31] CN1CCN(/C=C(\C#N)S(=O)(=O)c2ccc(Cl)cc2)CC1
[32] COc1ccccc1-n1c(-c2ccccc2)nc2ccccc2c1=O
[33] Cc1cc(C)cc(C(=O)NC(CC(N)=O)c2ccc(NC3CCCC3)c([N+](=O)[O-])c2)c1 (stereo not given)
[34] CC(=O)c1cccc(CN2CCC(C(=O)Nc3ccc(-c4cccc(C)c4)cc3)CC2)c1
[35] O=C(NCCC(=O)N1CCN(c2cccc(Cl)c2)CC1)c1ccc(Br)cc1
[36] COc1ccc(C(=O)NC2CC2)cc1OC1CCN(Cc2cnn(C)c2C)CC1
Assay by compound,31,32,33,34,35,36
UGM FP inh,-2.0,.,0.5,-0.9,-3.3,1.3
Rv3671c inh,2,.,0,-4,-8,.
FadD28 FP inh,-1.8,-3.1,-1.4,-1.1,-5.9,-0.3
GDH-TPI inh,-5,10,10,9,7,5
Mtb BioA inh,.,12,0.9,-1.2,-2.2,2.4
FBA Mtb inh,0,4,0,-1,2,-2
BoNT-F LC inh,?,11,-3,16,5,3
PrPC surface inh,5,-3,-3,-8,4,-7
MazF activator,-6,-6,1,6,3,8

[37] CCc1nc2c(OCCc3cccc(OC)c3)cccn2c1N(C)C(=O)c1ccc(OC)cc1
[38] Cc1ccccc1CC(=O)NCC1CCCCC1
[39] COC(=O)c1c(NC(=O)C2Cc3ccccc3C(=O)O2)sc2c1CCCC2 (stereo not given)
[40] O=C1CCC(C(=O)N2CCCC2)CN1CCc1cccc(F)c1 (stereo not given)
[41] Cc1ccc(C)c(NC(=O)COc2coc(CN3CCc4ccccc43)cc2=O)c1
[42] CNC(=O)/C(C#N)=C/c1ccc(-c2ccccc2[N+](=O)[O-])o1
Assay by compound,37,38,39,40,41,42
UGM FP inh,.,1.0,-6.0,0.4,.,-3.2
Rv3671c inh,.,.,0,-14,6,-1
FadD28 FP inh,-6.8,-2.5,-3.3,-1.1,-2.3,1.2
GDH-TPI inh,4,9,2,6,-1,21
Mtb BioA inh,-0.6,-0.7,.,3.9,-1.5,.
FBA Mtb inh,-4,-1,0,3,-2,0
BoNT-F LC inh,1,29,2,-1,7,-11
PrPC surface inh,0,0,2,2,5,-8
MazF activator,.,7,-2,12,0,16

[43] Cn1c(=O)cc(Nc2ccccc2)c2c(=O)n(-c3ccccc3)c(=O)n(-c3ccccc3)c21
[44] O=C(Nc1ccccc1)c1c(F)c(F)c(F)c(F)c1F
[45] C/C(=N\NC(=O)COc1cc(C)cc(C)c1)c1ccc(N2CCOCC2)cc1
[46] CCn1ncc(Br)c1C(=O)Nc1c(C)nn(Cc2c(F)c(F)c(F)c(F)c2F)c1C
[47] Cc1ccc(S(=O)(=O)N2CCOCC2)c(C)c1-n1cnnn1
[48] CCCn1c(SCC(=O)NC(C)c2ccccc2)n[nH]c1=O (stereo not given)
Assay by compound,43,44,45,46,47,48
UGM FP inh,3.8,1.0,-1.4,-1.2,-2.1,0.4
Rv3671c inh,3,10,-3,.,6,-7
FadD28 FP inh,0.1,-2.8,-2.2,-0.8,-0.1,0.0
GDH-TPI inh,5,-3,20,-2,5,4
Mtb BioA inh,1.5,-1.5,.,-2.6,-0.1,-0.5
FBA Mtb inh,-2,-2,1,6,-2,-1
BoNT-F LC inh,.,0,2,-1,8,6
PrPC surface inh,6,-1,-2,1,-11,-2
MazF activator,8,-2,12,-3,2,12

[49] CC(C)c1nnc(NC(=O)C2c3ccccc3Oc3ccccc32)s1
[50] O=C(N/N=C1\CCSC1)c1cc(Cl)ccc1O
[51] CC(=O)Nc1cccc(NC(=O)c2cccc(OCc3ccccc3)c2)c1
[52] Cc1cccc(-n2ncc3c2CCCC3NC(=O)CCCN2CCCCC2=O)c1C (stereo not given)
[53] CCOC(=O)C1=C(CSc2nc3ccccc3s2)NC(=O)NC1c1cccc([N+](=O)[O-])c1 (stereo not given)
[54] COCCN(C(=O)c1cc(Cl)ccn1)c1c(N)n(Cc2ccccc2)c(=O)[nH]c1=O
[55] CC(C)CCOc1ccc(/C=C2\CCn3c2nc2cc(C(=O)O)ccc2c3=O)cc1
[56] CC(C)Nc1nc(Cl)nc(NNC(=O)C(C)Oc2ccccc2)n1 (stereo not given)
Assay by compound,49,50,51,52,53,54,55,56
UGM FP inh,-0.8,1.5,0.3,-2.5,0.7,.,.,-0.8
Rv3671c inh,-10,5,-15,-4,-10,0,.,5
FadD28 FP inh,-2.8,0.1,-7.4,0.0,-0.1,0.9,-9.8,-2.7
GDH-TPI inh,0,5,-11,6,18,-2,13,-17
Mtb BioA inh,1.2,.,5.9,-2.3,.,-3.4,.,0.3
FBA Mtb inh,-2,7,-3,0,0,6,6,2
BoNT-F LC inh,-4,-10,1,7,-10,8,-10,-3
PrPC surface inh,2,-3,6,.,-1,0,-6,4
MazF activator,-7,9,0,4,-2,-5,-21,-1

Assay outcomes from PubChem.
